Dynein transport: inhibitors of GR-EGFP nuclear translocation, primary screen, dynein cargo transport inhibitor project, imaging, high-content, 3617.4 mouse cells | z-score, hits read low | 220,000 compounds, 0.47% hits | test concentration mostly 20 µM; stimulated with dexamethasone, 1 µM; stronger effect = lower value;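 active means plate z-score of nuclear minus cytoplasmic receptor signal below a set negative limit, without overly bright fluorescence or cell loss, cut at about -3.5 in these data, passing the limit was not always enough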;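 further: z-score of nuclear minus cytoplasmic ring GR-EGFP intensity difference per well; some compounds called inactive have numbers as strong as hits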
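Medium: Induction medium lacking tetracycline, stripped serum | Probe or stimulus: 1.0 µM final dexamethasone stimulus | Schedule: 48 h induction, then 1 h compound, then 30 min agonist, 37 °C | Signal: Automated 10x imaging of fixed Hoechst-stained cells | Evaluation: Per-cell GR-EGFP intensity, nucleus versus surrounding cytoplasmic ring, well-averaged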
NOD2 inhibition: NOD2 signaling inhibitors, cell-based, luminescence, uHTS, HEK293 (AID 1566). inhibition, % at 4 µM, or EC50 in µM where a hit was titrated. HEK293 NOD2/NF-kB luciferase reporter, luminescence; higher % means a stronger effect. 290,000 compounds, 0.63% hits; in the data active means inhibition above about 50%; further: many of its hits are not listed in these tables
Yfh1-off respiration: enhancers of respiration in Yfh1-depleted yeast, dose response, Friedreich's ataxia, plus single-dose screen (AID 1465); one-dose fold induction at 50 µM; EC50 in µM for titrated hits; S. cerevisiae Yfh1-off respiration, WST-1 reduction, 72 h; higher fold induction means a stronger effect; 220,000 compounds, 0.074% hits;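 active means fold induction of absorbance versus untreated yeast above a set limit, then at least 30% activation at any dose in follow-up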;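 further: activators that raise dye reduction in frataxin-depleted yeast; strong numbers were not always called active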
Autophagy mod: autophagy modulators in MEF cells, primary screen, imaging, high-content, MEF GFP-LC3 | 190,000 compounds, 0.98% hits | calls only at 10 µM (by protocol) | AID 463193, 2010 | MEF GFP-LC3 puncta imaging; test concentration mostly 10 µM;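 active means percentage of spot-positive cells more than 3 SD above its plate mean, without a fluorescence outlier flag or 80% toxicity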;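 further: spot-positive cell cutoff set from DMSO-treated cells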
bCat nuc transl: modulators of beta-catenin nuclear translocation, primary screen, imaging, HeLa cells, immunofluorescence, high-content; nuclear translocation activity, % at 5 µM; 190,000 compounds, 0.3% hits;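 active means nuclear translocation activity above 50% at 5 µM, with a well cell count of 50 or more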;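 further: per-cell ratio of nuclear to cytoplasmic median beta-catenin stain intensity; plate controls were DMSO negative control for no effect and GSK-3 inhibitor IX positive control for full effect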
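System: HeLa cells, endogenous beta-catenin; compound dosing: 5 µM primary single dose, 0.1% DMSO, 0.02–20 µM confirmation series; incubation: 24 h compound exposure at 37°C, 5% CO2; signal: beta-catenin immunofluorescence imaging with DAPI; evaluation: % activation, nuclear-to-cytoplasmic median beta-catenin signal ratio per cell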
WT yeast gro inh: growth inhibition of WT strain, primary screen, mitochondrial fusion inhibitor project, WT and mutant strains, chemical genetic. 190,000 compounds, 2.1% hits. AID 1362, 2008. inhibition, % at 10 µM. mitochondrial fusion phenotypic screen; in the data active means inhibition above about 58%; tested in S. cerevisiae
Lipid droplet: inhibitors of hepatocyte lipid droplet formation, primary screen, imaging, high-throughput imaging, BODIPY stain; inhibition, % at 6.5 µM; 240,000 compounds, 0.4% hits; AML12 mouse hepatocytes, oleate lipid droplets; AID 1656, 2009;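 active means lipid droplet intensity inhibited by at least 50%, with more than 500 cells counted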
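Assay system: AML12 mouse liver cells | Compound: 6.5 µM single-point dosing | Schedule: Overnight exposure | Technique: Fluorescence imaging, 20x objective, two fields per well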
MT stabilizer: microtubule stabilizers in HeLa cells, primary screen, imaging, high-content imaging; HeLa tubulin immunostaining HCS, 24 h; share of cells brighter than vehicle mean+2SD; 200,000 compounds, 0.83% hits; % tubulin-high responders, % at 10 µM; AID 2205, 2009;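 active means plate Z-score above 3 for both tubulin-high and condensed-nucleus cell shares, with cell loss under 80%, at 10 µM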;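 further: anti alpha tubulin signal scored within the nucleus-defined area of each cell; some results filed as inactive read as strong as hits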
Ins promoter up: insulin promoter activators in MIN6 cells, imaging, high-content screening, mouse beta cells. MIN6 insulin promoter-GFP reporter; stronger effect = higher value. z-score at 5 µM. 190,000 compounds, 0.3% hits;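 active means z-score above 3 at 5 µM with at least 500 cells counted in the well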
WT yeast gro inh mutant strain: second read-out of WT yeast gro inh, no call of its own (marks repeat the call); inhibition, %; mitochondrial fusion phenotypic screen, mutant strain inhibition
Dynein transport cytoplasmic EGFP: recorded beside Dynein transport, whose call it bears; z-score; measured here: cytoplasmic GR-EGFP intensity; stronger effect = higher value
Dynein transport nuclear GR-EGFP: also measured in Dynein transport; calls as there; z-score; measured here: nuclear GR-EGFP intensity;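 lower value marks the stronger effect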
Dynein transport cell count: second read-out of Dynein transport, no call of its own (marks repeat the call); z-score; measured here: cell count per field
Ins promoter up cell count: recorded beside Ins promoter up, whose call it bears; cell count; measured here: cytotoxicity, nuclei count;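 total cells summed across four imaged fields per well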
Lipid droplet cells 6.5 µM: further read-out of Lipid droplet, marked with its call; cell count; measured here: cell count, cytotoxicity flag;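 cells counted across two imaged fields per well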
bCat nuc transl cell count 5 µM: further read-out of bCat nuc transl, marked with its call; cell count; measured here: cell count, cytotoxicity flag
MT stabilizer Hoechst-high %: further read-out of MT stabilizer, marked with its call; % Hoechst-high responders; measured here: nuclear condensation Hoechst responders;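 share of cells brighter than vehicle mean plus two SD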
MT stabilizer cytotoxicity %: recorded beside MT stabilizer, whose call it bears; toxicity, %; measured here: cytotoxicity by cell density;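 0% = mean cell density of plate MIN control wells and 100% = no cells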
Autophagy mod cell loss 18 h: also measured in Autophagy mod; calls as there; toxicity, %; measured here: cell loss, nuclei count;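 cell loss after 18 h compound exposure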
* = called active by the depositor; i = inactive; · = not tested or not shown. These rows are one share of the data. The share of hits here may be higher or lower than overall.

SMILES	Dynein transport	Dynein transport cytoplasmic EGFP	Dynein transport nuclear GR-EGFP	Dynein transport cell count	NOD2 inhibition	Yfh1-off respiration	Autophagy mod	Autophagy mod cell loss 18 h	bCat nuc transl	bCat nuc transl cell count 5 µM	WT yeast gro inh	WT yeast gro inh mutant strain	Lipid droplet	Lipid droplet cells 6.5 µM	MT stabilizer	MT stabilizer Hoechst-high %	MT stabilizer cytotoxicity %	Ins promoter up	Ins promoter up cell count
CCOC(=O)c1cc(=O)n(Cc2ccccc2C)c2ccccc12	2.6	0.25	1.2	-2	8%	i	i	42	·	·	-18	-24	15	792	2.1	1.2	7.2	0.22	986
CCN(CC)c1ccc(C2C(C(=O)OCCOC)=C(C)NC3=C2C(=O)CC(C)(C)C3)cc1 (stereo not drawn)	0.27	-0.23	0.38	-0.92	6%	i	i	22	-1.2	1136	-37	-22	1	740	4.7	1.7	4.3	1.2	792
CCOC(=O)N1CCN(C(=O)c2oc3ccc(S(=O)(=O)N4CCCCC4)cc3c2C)CC1	-0.6	-0.18	0.0024	-0.4	25%	i	i	2	-1.0	1396	6	0	·	·	3.9	2.3	5.5	-1.1	1562
COc1cc(OC)c2c(C)cc(=O)oc2c1	1.4	0.56	0.4	-0.33	-8%	i	i	7	-0.9	1125	-5	-4	·	·	1.4	1.2	1.3	0.02	1131
COc1cc(C(=O)Nc2nnc(C(F)(F)F)s2)c([N+](=O)[O-])cc1OC	-0.71	-0.32	-0.069	1	-11%	i	i	9	-0.8	1519	0	18	1	718	2.3	2.2	3.8	-0.1	1431
O=C(Nc1cnn(C23CC4CC(CC(C4)C2)C3)c1)c1cc(-c2ccccc2)on1	-0.18	-0.19	-0.2	0.6	-9%	i	i	-7	·	·	5	1	9	724	3.1	1.8	3.3	-0.45	1245
CCCn1nc(NC(=O)c2cccs2)c2cc3cc(C)ccc3nc21	-0.088	-0.23	0.49	0.14	-1%	·	·	·	-0.8	1355	·	·	-19	761	·	·	·	·	·
CCOC(=O)c1oc2cc(C)cc(C)c2c1C	-0.47	-0.19	0.12	0.86	22%	i	·	·	-0.7	1331	·	·	-13	659	·	·	·	-0.13	1125
CC(=O)C(Sc1nc(N(C)C)nc(N(C)C)n1)C(=O)Nc1ccccc1 (stereo not drawn)	-0.81	0.0051	-0.35	0.25	1%	i	i	8	-2.8	1081	-6	13	1	687	2.5	2.2	9.0	0.16	1613
COc1ccc(C=O)cc1COc1ccc(F)cc1F	2.7	-0.13	1.9	-1.5	16%	i	i	-8	·	·	17	23	-1	757	2.3	1.4	5.1	0.97	773
COC(=O)c1sc(NC(=O)c2ccc(Cn3cc(Cl)cn3)o2)c(C#N)c1C	0.7	-0.28	0.26	-0.25	25%	i	i	33	1.8	889	8	8	·	·	9.6	2.3	15	0.03	1391
CCCc1ccc(C(=O)NNc2cc(Cl)ccc2Cl)cc1	-1.4	-0.27	-0.67	0.44	-13%	i	·	·	0.6	1316	·	·	-6	758	·	·	·	0.32	1317
COc1cc(OC)cc(-c2nnc(SCC(=O)N3CCCCC3)o2)c1	2.4	0.047	1.5	-1.9	20%	i	i	23	-0.3	1126	-1	-12	-5	663	2.5	1.9	2.3	-0.34	1923
Cc1c(Cl)cccc1NC(=O)CCC(=O)NNC(=O)c1ccco1	0.81	-0.23	-0.07	0.63	4%	i	i	-18	-2.3	1494	17	-3	·	·	4.9	3.2	5.2	0.28	1351
O=C(Cc1cccs1)Nc1cccc(-c2nc3cc4ccccc4cc3[nH]2)c1	1.4	-0.28	0.31	-0.27	-163%	i	i	4	-0.4	972	34	58	11	683	3.2	2.2	18	-2.1	916
COCCNC(=O)COc1ccc(Br)cc1Cl	0.93	-0.22	0.31	0.15	9%	i	i	-7	·	·	-11	-2	1	795	2.5	1.8	8.2	·	·
CCN(CC(=O)Nc1ccc(C(=O)OC)cc1)Cc1ccccc1	-0.43	-0.31	-0.051	0.53	-3%	i	i	19	0.0	1495	5	11	-4	613	1.9	1.9	3.1	0.22	1465
C/C=C(/C)C(=O)Nc1cccc(C2=NOC3(C2)C[C@H](C(N)=O)N(C(=O)c2ccccc2)C3)c1 (stereo partly drawn)	-0.063	-0.78	-0.021	0.075	7%	i	·	·	0.2	1118	·	·	12	672	·	·	·	-0.17	1037
CNCCOCC(O)CSc1ccccc1 (stereo not drawn)	-0.038	-0.16	-0.025	0.5	9%	i	i	-4	-1.8	986	-7	3	·	·	2.1	2.0	8.3	0.41	1160
CC(C)(C)c1ccc(S(=O)(=O)N2CCC(CO)(CC3CCCCO3)CC2)cc1 (stereo not drawn)	0.72	-0.26	0.39	-0.29	-3%	i	i	-4	-0.7	1059	25	6	-6	720	3.0	1.8	14	0.11	1274
CN(C)S(=O)(=O)c1cccc(NC(=O)c2cc3ccccc3o2)c1	0.24	0.026	0.58	-1	-36%	i	i	-5	-3.9	1145	15	-2	3	783	1.8	1.3	6.6	0.7	765
Nc1c(S(=O)(=O)c2cccs2)c2nc3ccccc3nc2n1Cc1ccccc1	0.17	-0.071	0.2	0.56	-15%	i	i	-8	-5.4	1125	-5	0	-28	812	1.5	1.6	8.7	-0.1	942
CC(=O)c1c(COC(=O)c2ccc(C)cc2)nc2ccccc2[n+]1[O-]	0.66	-0.23	0.21	-0.51	12%	i	·	·	0.3	1345	·	·	-13	742	·	·	·	0.02	1349
CCCC(CCC)C(=O)NCCN1CCOCC1	-0.44	-0.22	-0.0061	1	15%	i	i	11	·	·	7	-3	-2	649	2.1	1.8	2.1	1.3	1155
CCn1cc(C2=NOC(C(=O)Nc3cc(OC)c(Cl)cc3OC)C2)c(C)n1 (stereo not drawn)	-0.55	-0.2	-0.081	0.3	6%	i	i	19	1.2	1379	-7	-34	·	·	4.3	5.8	13	-2.4	687

Single records, from the list above. Order of values: Dynein transport	Dynein transport cytoplasmic EGFP	Dynein transport nuclear GR-EGFP	Dynein transport cell count	NOD2 inhibition	Yfh1-off respiration	Autophagy mod	Autophagy mod cell loss 18 h	bCat nuc transl	bCat nuc transl cell count 5 µM	WT yeast gro inh	WT yeast gro inh mutant strain	Lipid droplet	Lipid droplet cells 6.5 µM	MT stabilizer	MT stabilizer Hoechst-high %	MT stabilizer cytotoxicity %	Ins promoter up	Ins promoter up cell count
`CCCc1ccc(C(=O)NNc2cc(Cl)ccc2Cl)cc1` is listed with -1.4	-0.27	-0.67	0.44	-13%	i	·	·	0.6	1316	·	·	-6	758	·	·	·	0.32	1317
`CN(C)S(=O)(=O)c1cccc(NC(=O)c2cc3ccccc3o2)c1` is listed with 0.24	0.026	0.58	-1	-36%	i	i	-5	-3.9	1145	15	-2	3	783	1.8	1.3	6.6	0.7	765

Later entries:
SMILES	Dynein transport	Dynein transport cytoplasmic EGFP	Dynein transport nuclear GR-EGFP	Dynein transport cell count	NOD2 inhibition	Yfh1-off respiration	Autophagy mod	Autophagy mod cell loss 18 h	bCat nuc transl	bCat nuc transl cell count 5 µM	WT yeast gro inh	WT yeast gro inh mutant strain	Lipid droplet	Lipid droplet cells 6.5 µM	MT stabilizer	MT stabilizer Hoechst-high %	MT stabilizer cytotoxicity %	Ins promoter up	Ins promoter up cell count
COCc1cc(=O)oc2cc(NS(=O)(=O)c3ccc(C)cc3)ccc12	0.9	-0.19	1	-0.7	4%	i	·	·	-1.5	1325	·	·	22	671	·	·	·	0.12	1024
CC(=O)c1cccc(N(C(=O)Cn2nnc3ccccc32)C(C(=O)NCc2ccccc2)c2ccccn2)c1 (stereo not drawn)	0.74	-0.25	0.8	-1.1	11%	i	i	-12	-0.6	901	7	16	-5	578	2.4	3.2	6.8	0.26	1401
CC(C)c1c(O)nc(SCC(=O)N2CCOCC2)[nH]c1=O	-0.96	-0.17	-0.3	1.1	-3%	i	i	-5	·	·	-71	-134	12	835	1.3	0.7	4.6	-0.13	1018
Clc1ccc(-c2nc3ccccc3[nH]2)cn1	0.22	0.057	0.19	-0.44	-38%	i	·	·	-1.4	1177	·	·	9	748	·	·	·	0	1348
COC(=O)[C@@H](NC(=O)Nc1ccc(S(N)(=O)=O)cc1)C(C)C	2.4	-0.17	2	-1.1	15%	i	i	-63	-1.1	469	-14	-17	9	763	2.3	2.1	12	0.26	1231
O=C(Nn1c(-c2ccc(Br)cc2)nc2ccccc2c1=O)c1ccncc1	1.8	-0.15	1.1	-0.77	-7%	i	i	6	-0.8	1049	12	-16	-4	698	3.3	1.7	1.3	-0.37	1188
O=[N+]([O-])c1ccc(N2CCCC2)cc1NC1CC1	-0.3	-0.094	0.044	0.45	17%	i	i	12	4.5	509	15	3	1	662	6.3	2.3	1.0	0.66	1179
O=C(Cc1ccc(Cl)c(Cl)c1)Nc1ccc2[nH]c(=O)[nH]c2c1	-0.47	0.03	0.21	-0.039	10%	i	i	11	1.3	1175	-19	16	-9	689	4.7	3.4	4.6	-0.13	1286
N#Cc1c2c(c(NCCN3CCOCC3)n3c1nc1ccccc13)CCCC2	0.59	-0.14	0.62	-1.1	13%	i	i	25	-3.9	970	21	2	·	·	4.9	2.0	8.2	-0.59	1234
Cc1cc(NC(=O)C(=O)NCCN2CCN(S(C)(=O)=O)CC2)ccc1Br	-0.76	0.17	-0.35	0.46	23%	i	i	-2	0.0	1375	-1	3	10	695	2.7	3.0	4.7	0.05	1378
COc1ccc(NC(=O)c2cccc(NC(=O)C(C)C)c2)c([N+](=O)[O-])c1	-0.91	-0.26	-0.42	0.58	6%	i	i	11	0.1	1090	25	11	11	702	2.1	2.0	7.3	0.08	1549
